PAFAH1B3 inh: PAFAH1B3 enzyme inhibitors, primary screen, biochemical, fluorescence polarization, human; inhibition, % at 3.39 µM; hit rate 0.28% among 340,000; AID 492972, 2010; recombinant PAFAH1B3, FP-rhodamine probe;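 active means inhibition above the screen-wide average of all tested compounds plus 3 SD, cut at about 25% in these data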;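 further: 0% = enzyme with DMSO only and 100% = wells lacking PAFAH1B3 protein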
LYPLA1 inh: LYPLA1 inhibitors, primary screen, counter-screen for PME1 inhibitor project, biochemical, fluorescence polarization, FP-Rh probe ABPP. recombinant LYPLA1. inhibition, % at 5.9 µM. Acyl-protein thioesterase 1 (Homo sapiens), O75608. hit rate 0.16% among 320,000;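 active means inhibition above the mean of all tested compounds plus 3 SD, set per campaign, cut at about 14% in these data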;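 further: inhibitors block serine hydrolase probe labeling of LYPLA1 so polarization falls; 0% = enzyme with DMSO and 100% = wells lacking LYPLA1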
PAD4 inh: human PAD4 inhibitors, primary screen, biochemical, fluorescence polarization, 1536-well format | Protein-arginine deiminase type-4 (Homo sapiens), Q9UM07 | recombinant PAD4, RCA probe fluorescence polarization | inhibition, % at 6.36 µM | hit rate 0.41% among 330,000;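 active means percent inhibition above a cutoff equal to the mean of all tested compounds plus 3 SD, cut at about 15% in these data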;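 further: 0% = PAD4 with RCA probe and DMSO and 100% = probe without PAD4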
GSTO1 counter: inhibitors of recombinant GSTO1, primary screen, counter-screen for RBBP9 inhibitor project, biochemical, fluorescence polarization | hit rate 1.1% among 300,000 | inhibition, % at 5.96 µM | activity-based probe fluorescence polarization | Glutathione S-transferase omega-1 (Homo sapiens), P78417;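 active means inhibition above the campaign mean inhibition plus 3 SD, cut at about 35% in these data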;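 further: 0% = GSTO1-1 with DMSO and 100% = wells lacking GSTO1-1 enzyme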
Target sequence (P78417 whole entry, looked up): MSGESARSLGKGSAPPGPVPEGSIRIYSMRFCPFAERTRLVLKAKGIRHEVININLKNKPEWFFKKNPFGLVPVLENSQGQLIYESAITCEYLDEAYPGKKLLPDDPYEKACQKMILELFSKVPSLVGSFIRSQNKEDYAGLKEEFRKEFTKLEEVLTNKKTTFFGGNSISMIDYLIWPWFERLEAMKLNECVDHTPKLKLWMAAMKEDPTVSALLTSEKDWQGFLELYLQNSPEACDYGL
LYPLA2 counter: LYPLA2 inhibitors, primary screen, counter-screen for PME1 inhibitor project, biochemical, fluorescence polarization, FP-Rh probe ABPP. inhibition, % at 5.9 µM. Acyl-protein thioesterase 2 (Homo sapiens), O95372. recombinant LYPLA2. hit rate 0.38% among 320,000;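 active means inhibition above the screen-wide mean plus 3 SD, limit set per campaign, cut at about 26% in these data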;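 further: 0% = LYPLA2 with DMSO and 100% = wells lacking LYPLA2 enzyme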
PAFAH2 FP inh: PAFAH2 enzyme inhibitors, primary screen, biochemical, fluorescence polarization, human. inhibition, % at 3.39 µM. recombinant PAFAH2, FP-rhodamine activity probe. Platelet-activating factor acetylhydrolase 2, cytoplasmic (Homo sapiens), Q99487. hit rate 0.99% among 340,000;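 active means inhibition above the mean over all tested compounds plus 3 SD, cut at about 30% in these data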;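 further: inhibitors block probe labeling of enzyme so polarization drops; 0% = enzyme with DMSO and 100% = wells lacking PAFAH2 protein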
EBNA-1 inhibitor: EBNA-1 DNA-binding inhibitors, primary screen, biochemical, fluorescence polarization; AID 1950, 2009; hit rate 0.34% among 300,000; inhibition, % at 14.8 µM; in the data active means inhibition above about 28%
ZTA DNA inh: counter-screen for EBNA-1 inhibitors: inhibitors of Epstein-Barr virus ZTA; P03206; ZTA-DNA binding, fluorescence polarization; inhibition, % at 11 µM; hit rate 0.15% among 320,000; AID 2234; in the data active means inhibition above about 33%
PREPL inhibitor: PREPL enzyme inhibitors, primary screen, biochemical, fluorescence polarization | Prolyl endopeptidase-like (Homo sapiens), Q4J6C6 | recombinant PREPL, fluorescence polarization activity-based probe | inhibition, % at 5.96 µM | hit rate 0.68% among 320,000 | AID 2751, 2010; in the data active means inhibition above about 43%;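 further: 0% = enzyme with DMSO and 100% = wells lacking enzyme; many of its hits are not listed in these tables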
Target sequence (Q4J6C6 whole entry, looked up): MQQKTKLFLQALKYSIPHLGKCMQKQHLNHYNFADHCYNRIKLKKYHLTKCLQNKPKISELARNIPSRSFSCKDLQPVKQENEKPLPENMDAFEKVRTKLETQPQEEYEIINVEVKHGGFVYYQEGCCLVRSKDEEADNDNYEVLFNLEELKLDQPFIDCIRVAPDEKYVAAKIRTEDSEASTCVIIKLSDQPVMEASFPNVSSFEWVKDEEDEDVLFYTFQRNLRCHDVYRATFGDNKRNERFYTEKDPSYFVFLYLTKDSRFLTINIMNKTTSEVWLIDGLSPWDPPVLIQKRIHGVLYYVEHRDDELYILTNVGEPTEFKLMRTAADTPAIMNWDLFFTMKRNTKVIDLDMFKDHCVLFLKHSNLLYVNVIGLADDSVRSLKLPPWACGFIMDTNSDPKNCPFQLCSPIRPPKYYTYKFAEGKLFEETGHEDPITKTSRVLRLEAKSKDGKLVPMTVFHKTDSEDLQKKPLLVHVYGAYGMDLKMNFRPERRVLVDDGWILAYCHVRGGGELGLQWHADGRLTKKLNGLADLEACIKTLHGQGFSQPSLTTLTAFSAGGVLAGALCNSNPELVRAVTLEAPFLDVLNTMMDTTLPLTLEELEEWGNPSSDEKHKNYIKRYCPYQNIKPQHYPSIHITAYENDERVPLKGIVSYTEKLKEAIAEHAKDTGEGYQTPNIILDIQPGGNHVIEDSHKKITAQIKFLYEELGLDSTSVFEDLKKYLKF
Starred values were filed as active, the others as inactive; · = no result given. An excerpt, so the mix of outcomes need not match the whole.

molecule	PAFAH1B3 inh	GSTO1 counter	PAD4 inh	ZTA DNA inh	PAFAH2 FP inh	EBNA-1 inhibitor	LYPLA1 inh	LYPLA2 counter	PREPL inhibitor
Nc1ccc(S(=O)(=O)NCC(=O)OCCOc2ccccc2)cc1[N+](=O)[O-]	4	10	0	8	3	2	-1	-1	-33
CCN(CC)S(=O)(=O)c1cccc(-c2nnc(SCCCC(=O)c3ccccc3)o2)c1	3	-2	1	8	2	6	2	-3	5
O=C(NCc1ccc(F)cc1)C1CCC(CNc2c(N3CCCCC3)c(=O)c2=O)CC1 (configuration not stated)	3	11	0	-21	12	-13	3	0	-1
COc1cc(OC)c2ccc(=O)oc2c1C(CCN1CCCC(C)C1)c1ccc2c(c1)OCO2 (configuration not stated)	-6	2	-4	20	-2	9	-2	-2	-52
COc1ccc(-n2nc(C(=O)NCC(=O)N3CCN(c4ccccc4OC)CC3)c3ccccc3c2=O)cc1OC	4	-2	-7	7	0	-17	-1	-1	-13
Cc1nn(-c2ccccc2)c2nc(-c3ccncc3)cc(C(=O)NCc3ccco3)c12	3	-16	3	-3	-5	5	-10	-10	-5
S=c1[nH]nc(CN2CCCCC2)n1-c1ccc(Cl)cc1	2	5	-2	6	-7	7	-2	-1	2
COC(=O)C1=CN(c2cc(C)cc(C)c2)C=C(C(=O)OC)C1c1cccc(F)c1	3	-4	2	2	4	-11	0	5	11
Cc1ncc(CO)c2c1Oc1nc(-c3ccccc3)nc(SCC(=O)N3CCCCC3)c1C2	0	2	0	8	3	-3	-4	-5	-24
O=C(Cn1nnc(-c2ccccc2NC(=O)C2CC2)n1)NC1CCCCC1	0	5	0	-6	3	6	2	0	13
Cc1ccc2cc(CN(C(=O)c3ccco3)c3cccc(C)c3C)c(=O)[nH]c2c1	0	-3	2	-5	2	8	-3	-3	-32
Cc1c(Cl)cnc(NC(=O)COC(=O)[C@@H](NC(=O)c2ccco2)C(C)C)c1Cl	4	·	-3	·	8	·	·	·	9

(more compounds)
molecule	PAFAH1B3 inh	GSTO1 counter	PAD4 inh	ZTA DNA inh	PAFAH2 FP inh	EBNA-1 inhibitor	LYPLA1 inh	LYPLA2 counter	PREPL inhibitor
COc1cc(-c2nc(C(=O)NCC3CCCO3)cc3c2[nH]c2ccccc23)cc(OC)c1OC (configuration not stated)	7	-8	33*	-11	-11	-17	-15	-14	19
O=C1CN(C(=O)c2cccc(F)c2)C(c2ccc(F)cc2)c2cc(F)ccc2N1 (configuration not stated)	0	1	3	9	1	-3	1	-2	4
CCN(CC)c1ccc(NC(=O)Cn2c(C(C)NC(=O)c3ccccc3)nc3ccccc32)cc1 (configuration not stated)	4	-6	0	-5	10	-8	-4	2	12
CCN1CCN(c2ccc(S(=O)(=O)N3CCOCC3)cc2N)CC1	3	·	2	·	3	·	·	·	23
O=C(NCCc1ccccn1)c1cc(-c2ccc(Cl)c(Cl)c2Cl)nc2ccccc12	-3	5	0	10	-1	-4	-5	-3	10
CCCCN(CCCNC(=O)c1c(C)cc(=O)oc1C)c1ccccc1	3	1	-1	-13	7	-11	1	8	24
COc1ccc(C(c2sc3nc(C)nn3c2O)N2CCC(C(N)=O)CC2)cc1OC (configuration not stated)	11	6	3	-8	4	0	-1	1	-8
CCOc1ccc(CCNC(=O)CCNC(=O)c2ccco2)cc1OCC	3	2	3	-4	9	-5	0	5	10
O=C(Cn1cnc2c(nnn2-c2ccc(F)cc2)c1=O)NCc1ccco1	-1	1	1	-26	8	6	-1	0	14
COc1cc(NC(=O)c2cc3c(C)nc4ccccc4c3o2)cc(OC)c1OC	-4	-6	-3	6	0	12	2	-7	36
CC(OC(=O)CCC(=O)c1ccc(Cl)s1)C(=O)NC1(C#N)CCCCC1 (configuration not stated)	7	·	2	-14	6	·	0	0	20
O=C(C(=O)N1CCCC1CO)N1CCCC1CO (configuration not stated)	4	5	-1	-4	-4	-13	-3	-1	2

Further structures
molecule	PAFAH1B3 inh	GSTO1 counter	PAD4 inh	ZTA DNA inh	PAFAH2 FP inh	EBNA-1 inhibitor	LYPLA1 inh	LYPLA2 counter	PREPL inhibitor
CN(C)CCOc1ccc(-c2c(-c3ccsc3)sc3ccccc23)cc1	-4	·	1	·	2	·	·	·	-13
Cc1cccc(N=Cc2[nH]c3ccc(Br)c(Cl)c3c2O)c1	-20	15	4	7	-18	-17	-5	-5	-7
O=C(NCCN1CCc2ccccc2C1)Nc1ccc(F)cc1	8	3	4	15	4	-1	-2	-3	14
O=C(COc1ccc(F)cc1)N1CCC(Cc2ccccc2)CC1	7	-4	1	-16	-5	10	6	4	-1
COC(=O)c1cc(COc2ccc3oc(C)c(C(=O)OC(C)C)c3c2)c(C)o1	2	-1	-4	12	-9	-5	2	-4	10
COc1cc(CNc2cc(C)ccc2C)cc(OC)c1OC	2	-4	-2	-1	7	-5	-3	1	-7
Cc1ccc(NC(=O)CCNS(=O)(=O)c2ccc3c(c2)c(=O)n(C)c(=O)n3C)cc1C	4	-8	1	-8	-8	4	-1	-1	1
O=C(O)c1ccccc1C1Nc2ccccc2C(=O)N1CCCN1CCOCC1 (configuration not stated)	·	5	1	10	·	0	2	4	-7
CN(C)c1ccc(NC(=O)c2ccc([N+](=O)[O-])cc2Cl)cc1	-4	5	-1	-1	-10	0	-3	-6	1
CCc1cccc(CC)c1NC(=S)/C(=C(\[O-])c1ccc(Cl)s1)[n+]1ccccc1	5	9	4	-11	0	-1	3	2	5
Cc1ccccc1OCCNc1ccc(C(F)(F)F)cc1[N+](=O)[O-]	2	1	-2	-5	6	2	-3	-2	23
CCOC(=O)N/N=C/c1c[nH]c2ccccc12	10	-2	-1	-7	2	-7	-3	2	10

Single records, from the list above. Order of screens: PAFAH1B3 inh	GSTO1 counter	PAD4 inh	ZTA DNA inh	PAFAH2 FP inh	EBNA-1 inhibitor	LYPLA1 inh	LYPLA2 counter	PREPL inhibitor
`CCc1cccc(CC)c1NC(=S)/C(=C(\[O-])c1ccc(Cl)s1)[n+]1ccccc1` in the list: 5	9	4	-11	0	-1	3	2	5
`Nc1ccc(S(=O)(=O)NCC(=O)OCCOc2ccccc2)cc1[N+](=O)[O-]` in the list: 4	10	0	8	3	2	-1	-1	-33

The list goes on.
molecule	PAFAH1B3 inh	GSTO1 counter	PAD4 inh	ZTA DNA inh	PAFAH2 FP inh	EBNA-1 inhibitor	LYPLA1 inh	LYPLA2 counter	PREPL inhibitor
COC(=O)c1cnc(NNS(=O)(=O)c2ccc(Cl)cc2)nc1C(F)(F)F	·	1	3	-4	·	5	2	4	2
CC(NC(=O)c1nn(C)c2c1CS(=O)(=O)c1ccccc1-2)c1ccccc1 (configuration not stated)	4	0	-5	5	1	3	1	3	5
Cc1cc(Oc2ccc([N+](=O)[O-])cc2)nc(N2CCOCC2)n1	-2	5	1	8	-4	9	1	0	11
CC(C)c1ccc(CN2CCC(C(=O)NCc3cccnc3)CC2)cc1	3	11	5	1	10	4	-1	2	3
O=C(NCCNC(=O)c1cnccn1)c1ccc(Cl)cc1	5	1	-10	8	0	-14	-2	-3	5
O=C(CSCc1ccc([N+](=O)[O-])cc1)NN=C1CCCCCC1	1	2	4	-2	4	0	-1	-1	0
O=C(NCCCN1CCOCC1)c1cc2cc(Br)ccc2oc1=O	5	-6	-3	-9	12	-1	3	4	-4
Cc1ccc(N2C(=O)c3ccc(C(=O)N4CCOCC4)cc3C2=O)cc1C	7	2	-1	-11	2	9	0	6	5
CC(C)NC(=O)c1ccccc1NC(=O)Cc1ccc([N+](=O)[O-])cc1	9	5	-2	-7	3	-1	1	0	11
C=CCOc1ccc(C=Nc2ccc(C)c(Cl)c2)c(O)c1	15	-5	-2	-3	-3	-10	-3	7	-6
COc1ccccc1-c1nnc(SC(C(=O)c2c[nH]c3ccccc23)c2ccccc2)n1C (configuration not stated)	-3	-4	0	-7	-6	-4	-10	-28	23
Cc1ccc2c(c1)NC(=O)C(CC(=O)NCc1ccc(F)cc1)O2 (configuration not stated)	1	6	0	14	3	2	-2	-9	-6

Additional compounds.
molecule	PAFAH1B3 inh	GSTO1 counter	PAD4 inh	ZTA DNA inh	PAFAH2 FP inh	EBNA-1 inhibitor	LYPLA1 inh	LYPLA2 counter	PREPL inhibitor
COc1cccc(NC(=O)CN(C)C(=O)c2ccc(-c3ccccc3Cl)o2)c1	5	1	-1	-1	1	5	0	-6	-4
COc1ccc(Nc2nccc(-c3cccc(N)c3)n2)cc1	-1	0	-4	-1	3	-13	-2	2	24
O=Nc1c(O)n(Cc2ccc(Cl)cc2Cl)c2ccccc12	-13	-7	-6	-3	-47	-2	-34	-58	-19
CCOC(=O)Cn1nnc(-c2ccccc2)n1	3	0	0	3	3	-9	0	1	-6
Oc1ccc(/C=N/N2CCN(c3ccccn3)CC2)cc1	6	1	-1	4	-3	2	1	5	13
O=C(Nc1ccc(Cl)cc1)N1CCN(c2ccc3nnc(-c4ccc(F)cc4)n3n2)CC1	-12	-24	-10	2	-19	10	-33	-29	-2
CCOC1=NC(C(=O)O)c2ccccc2/C(=C(/C)Cl)N1 (configuration not stated)	7	3	0	-3	-8	-13	0	9	11
CC1CCCN(Cc2nc(Cc3ccccc3Cl)no2)C1 (configuration not stated)	3	8	2	-16	-3	7	-1	8	17
CS(=O)(=O)N1CCN(C(=O)Nc2ccccc2)CC1	1	-1	-4	2	2	-13	4	1	-6
CCOC(=O)c1nn(C23CC4CC(CC(C4)C2)C3)c2c1C(=O)N(c1ccc(C)cc1)C2=O	-3	-1	-3	-2	7	-16	-3	-3	-3
Cc1ccc(S(=O)(=O)NN=C2C3CC4CC(C3)CC2C4)cc1	-1	6	-2	8	-3	-11	-1	-3	-30
CCCc1cc(=O)[nH]c(SCC(=O)N2CCN(c3ccccc3)CC2)n1	-1	4	5	0	2	3	1	2	17
Fc1cccc(CNCc2ccc3c(c2)OCO3)c1	4	-3	1	-2	4	-5	-3	1	-4
COc1ccc(OC)c(N(CC(=O)N2CCC(C)CC2)S(=O)(=O)c2ccc(OC)c(OC)c2)c1	10	-5	0	5	1	-5	-3	0	6
CN(Cc1nc2ccccc2c(=O)[nH]1)C(=O)c1cccc(S(=O)(=O)N2CCc3ccccc32)c1	6	·	0	·	4	·	·	·	19
